Screening data: PubChem, several laboratories
GALR2 blocker: blocks the human galanin receptor 2; inhibition, % at 4 µM; 140,000 compounds, 0.39% hits; AID 828; O43603; GALR2-expressing cells, antagonist mode; in the data active means inhibition above about 27%;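 further: cells stimulated with galanin 1-16 at roughly its EC80; 0% = agonist challenge control and 100% = basal control without agonist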
Target sequence (O43603 whole entry, looked up): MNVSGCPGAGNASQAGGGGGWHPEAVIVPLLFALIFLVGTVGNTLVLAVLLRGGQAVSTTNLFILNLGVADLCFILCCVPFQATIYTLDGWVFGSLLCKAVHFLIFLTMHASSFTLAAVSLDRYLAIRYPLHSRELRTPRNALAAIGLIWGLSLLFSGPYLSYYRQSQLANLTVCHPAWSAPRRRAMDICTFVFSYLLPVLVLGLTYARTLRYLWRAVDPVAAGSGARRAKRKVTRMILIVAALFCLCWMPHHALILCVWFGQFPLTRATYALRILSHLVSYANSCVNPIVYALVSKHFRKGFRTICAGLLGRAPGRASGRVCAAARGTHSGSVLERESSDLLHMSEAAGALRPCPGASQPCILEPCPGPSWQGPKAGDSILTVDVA
Yeast growth inh: chemicals that inhibit yeast BB579 growth in restrictive medium (lifespan-shortening candidates); S. cerevisiae BB579 growth, OD615, 48 h; inhibition, % at 10 µM; 140,000 compounds, 0.51% hits;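 active means inhibition above a set limit, 3 SD over the mean compound inhibition, cut at about 44% in these data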; further: inactives centre near -24
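Test system: Saccharomyces cerevisiae DeaD strain BB579, replicative lifespan model yeast | Buffer or medium: Restrictive CSMM-D medium | Doses: One dose, 10 µM compound with 0.25% DMSO | Incubation: 48 h exposure, 30 °C | Detection: Culture absorbance at 615 nm | Control set: Amphotericin B at 10 µg/mL as positive control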
NPY Y2 blocker: NPY-Y2 (human) receptor antagonism | 140,000 compounds, 0.99% hits | NPY-Y2 expressing cells, antagonist mode | P49146 | AID 793 | inhibition, % at 2.7 µM; in the data active means inhibition above about 17%;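 further: 0% = vehicle with agonist challenge and 100% = reference antagonist with challenge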
Target sequence (P49146 whole entry, looked up): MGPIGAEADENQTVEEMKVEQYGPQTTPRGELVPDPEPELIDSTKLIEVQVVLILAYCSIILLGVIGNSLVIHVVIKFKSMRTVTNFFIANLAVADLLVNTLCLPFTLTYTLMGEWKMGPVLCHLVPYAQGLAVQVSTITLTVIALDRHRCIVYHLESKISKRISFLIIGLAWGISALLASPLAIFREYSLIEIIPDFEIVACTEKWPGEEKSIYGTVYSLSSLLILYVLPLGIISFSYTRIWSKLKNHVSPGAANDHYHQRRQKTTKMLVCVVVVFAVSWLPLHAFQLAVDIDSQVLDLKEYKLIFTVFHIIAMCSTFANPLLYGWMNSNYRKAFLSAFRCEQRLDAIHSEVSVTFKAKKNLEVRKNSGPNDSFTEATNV
Yeast lifespan up: extends the lifespan of yeast. S. cerevisiae growth with nicotinamide, OD615; deaD strain in restrictive glucose medium. inhibition of the nicotinamide effect, % at 10 µM. 130,000 compounds, 0.68% hits;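 active means inhibition above a set limit, placed 3 SD over the median of all compounds, cut at about 26% in these data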;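 further: 0% = nicotinamide-treated wells and 100% = cells grown without nicotinamide; some compounds called inactive have numbers as strong as hits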
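Assay system: engineered S. cerevisiae DeaD replicative-lifespan strain, galactose-grown log-phase cells; Buffer or medium: CSMM-D glucose medium, restrictive; Probe or stimulus: nicotinamide 1.5 mM; Compound: single dose 10 µM compound, 0.25% DMSO; Schedule: 4 h preincubation then 48 h treatment at 30 °C; Technique: OD615 measurement.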
HCT116 PTEN-null: growth suppressors of cells with PTEN tumor suppressor deletion; 140,000 compounds, 1.2% hits; HCT116 PTEN-null viability, CellTiter-Glo, 60 h; stronger effect = lower value; viability, % at 10 µM;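 active means viability at or below a set limit, 4 SD under the median of all tested compounds, cut at about 3.7% in these data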;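 further: PTEN knockout HCT116 line with beta catenin targeted HCT116 as companion control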
MRP-1 activ: MRP-1 activation. 140,000 compounds, 0.61% hits. H69AR cells + doxorubicin, viability rescue, CellTiter-Glo. viability increase, % at 10 µM;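 active means viability gain under doxorubicin at or above a set limit, the compound median plus 3 SD, cut at about 4.7% in these data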;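 further: MRP-1 overexpressing cells given doxorubicin 25 µM after compound pretreatment; 18-22 h compound pretreatment then 72 h with doxorubicin before readout; 0% = doxorubicin-only wells and 100% = vehicle-treated cells without doxorubicin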
E-sel TNF inh: blocks E-selectin expression induced by TNF alpha. 120,000 compounds, 0.71% hits. inhibition, % at 2 µM. AID 1246. HUVEC TNFa-induced E-selectin immunofluorescence, high content;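 active means inhibition above the batch mean plus 3 SD, and confirmed as a hit on visual image review, cut at about 43% in these data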;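 further: 0% = TNF-stimulated DMSO wells and 100% = unstimulated control wells; not every result past the cut was called active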
Measles CPE: protection of cells from measles virus; Measles virus-infected cells, CPE protection, absorbance; 140,000 compounds, 1.5% hits; protection (pct of control), % at 4 µM; in the data active means protection mostly above about 24%, no sharp cut-off; inactive means mostly below about 26%; further: some compounds called inactive have numbers as strong as hits
HCT116 bCat-KO: beta-catenin-lacking colon tumor cell growth suppression. HCT116 beta-catenin knockout viability, CellTiter-Glo, 60 h; stronger effect = lower value. viability, % at 10 µM. 140,000 compounds, 1.5% hits. AID 818;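 active means viability at or under a set limit, the compound median less 4 SD, cut at about 6% in these data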;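 further: 0% = Hyamine 1622 control at 20 µM and 100% = untreated cell control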
Phagocytosis inh: macrophage phagocytosis inhibition. 110,000 compounds, 0.07% hits. J774A.1 macrophage IgG-bead phagocytosis, imaging. inhibition, % at 5 µM;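 active means inhibition above the mean of the plate negative controls plus 5 SD, cut at about 13% in these data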;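 further: phagocytic index as fraction of beads internalized from green versus red external bead signal; plate controls were DMSO negative control for no effect and cytochalasin-D positive control for full effect; some results beyond the cut were filed as inactive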
An asterisk follows results filed as active; . = no result given.

entry	canonical_smiles	Yeast growth inh	HCT116 bCat-KO	Measles CPE	GALR2 blocker	Phagocytosis inh
1	CCCCN(C)CCC(=O)Nc1ccc(F)c(F)c1	-13	87	10	-9	0
2	COc1ccc(N/C(=N/c2nc(C)cc(C)n2)NC(=O)Nc2ccc(Cl)c(Cl)c2)c(OC)c1	-25	89	7	3	.
3	O=S(=O)(c1ccc2ccccc2c1)N1CCN(C2CCN(Cc3ccccc3)CC2)CC1	-62	51	14	-5	-2
4	O=S(=O)(Nc1ccc2c(c1)OCCO2)c1cnc[nH]1	-16	95	15	-9	0
5	CCOc1cc(/C=C/c2ccc3cccc([N+](=O)[O-])c3n2)cc(Cl)c1O	-3	60	6	10	-5
6	Cc1c(C)[n+](=O)c(-c2cccs2)c(C)n1[O-]	-35	93	5	0	.
7	COC(=O)C1(C(F)(F)F)N=C(C(F)(F)F)Nc2ccc(Cl)cc21 (configuration not stated)	-4	102	11	6	1
8	COc1ccc(S(=O)(=O)n2nc(OC(=O)c3cccs3)cc2N)cc1	-21	88	4	-1	.
9	NC(=S)N=Nc1c(O)[nH]c2cc(F)c(F)cc12	5	97	15	7	-8
10	CCOCc1cnc(C)nc1NCC(=O)c1c(C)[nH]c2ccccc12	-10	93	5	-1	.
11	O=C(NCc1nnc(SCc2ccccc2)n1-c1ccccc1)C12CC3CC(CC(C3)C1)C2	-19	99	12	0	5
12	Cc1ccc(CNC(=O)C2CNc3cc(C)ccc3O2)cc1 (configuration not stated)	-18	94	5	-3	-2

entry	HCT116 PTEN-null	MRP-1 activ	NPY Y2 blocker	Yeast lifespan up	E-sel TNF inh
1	85	-0.9	3	3	.
2	89	-4.0	2	4	.
3	52	-1.6	11	-9	.
4	93	-2.0	1	0	-29
5	52	0.8	1	0	.
6	96	-3.1	0	-2	-1
7	91	-2.4	2	3	2
8	85	-2.1	6	35	.
9	86	-2.1	0	3	6
10	83	-0.8	4	-15	2
11	105	-1.6	4	-5	23
12	82	-1.5	5	-8	5

Continuation.
entry	canonical_smiles	Yeast growth inh	HCT116 bCat-KO	Measles CPE	GALR2 blocker	Phagocytosis inh
13	O=C(c1cc2c(cc1Br)OCCCO2)N1CCCCC1	-24	96	23	-7	-5
14	NS(=O)(=O)c1ccc(NC(=O)CSc2nnc(Cc3cccs3)n2-c2ccccc2)cc1	-76	93	16	-17	.
15	CN1CCN(CCCNC(=O)c2cn(C3CCCCC3)c(=O)c3c2c2ccccc2n3C)CC1	1	86	25	3	1
16	CN(C(=O)COC(=O)c1ccccc1Nc1ccccc1)C1CCS(=O)(=O)C1 (configuration not stated)	-24	92	8	-10	2
17	CCOC(=O)CCN(Cc1sccc1C)S(=O)(=O)c1ccc(F)cc1	1	97	12	-8	.
18	CC(C)OC(=O)c1cc2ccccc2oc1=O	-11	108	2	8	.
19	O=C(N/N=C/c1coc2ccccc2c1=O)c1cn(-c2ccccc2)nc1-c1ccccc1	-45	73	12	-11	-10
20	CC(=O)Nc1c(O)[nH]c2ccccc12	-38	89	16	7	0
21	CC(=O)Nc1ccc(/C=N/NC(=O)c2cc3ccccc3nc2C)cc1	-30	92	6	11	-6
22	CCCCCC(O)c1cccc(OCc2ccc3ccccc3n2)c1 (configuration not stated)	-20	73	5	-5	.
23	OCCN(Cc1ccccc1)CC1CC=CCC1 (configuration not stated)	-20	103	4	2	0
24	CN(CCC#N)C(=S)Nc1ccc(Oc2ccccc2)cc1	-13	100	30	5	-3

entry	HCT116 PTEN-null	MRP-1 activ	NPY Y2 blocker	Yeast lifespan up	E-sel TNF inh
13	90	-1.4	1	5	.
14	99	-1.0	1	-7	-15
15	96	-2.5	5	-4	13
16	108	-0.2	1	-7	-2
17	87	-1.8	12	1	9
18	118	-1.2	2	-12	-16
19	71	-1.4	1	28*	-13
20	103	0.8	-2	1	-10
21	87	-0.8	2	7	.
22	77	-3.1	15	10	.
23	88	-3.1	2	-9	-7
24	89	-0.9	3	-2	-26

Next section:
entry	canonical_smiles	Yeast growth inh	HCT116 bCat-KO	Measles CPE	GALR2 blocker	Phagocytosis inh
25	O=C(NCCOc1ccccc1)c1cncc(Br)c1	-44	92	13	-4	0
26	O=c1c(N2CCOCC2)nsn1Cc1ccccc1	-28	91	6	8	1
27	CC(C)c1ccc(C(O)c2cnc(C(C)C)n2C)cc1 (configuration not stated)	-17	84	21	21	0
28	Cc1cc2cc(CCNC(=O)c3c(-c4ccccc4Cl)noc3C)c(=O)[nH]c2cc1C	-25	78	11	10	0
29	Cc1ccc(C2=NNC(c3ccc(Cl)cc3)=Nc3ccccc32)o1	-21	73	10	1	-8
30	Cn1cc(/C=C2\SC(=S)N(NC(=O)c3ccccc3)C2=O)c2ccccc21	-45	89	11	18	.
31	CCCCCCCCCCS(=O)(=O)N/N=C/c1ccc(O)cc1	-18	87	.	3	.
32	CC(=O)N/C(=C\c1ccccc1)C(=O)NCC(=O)O	-36	94	7	-1	-12
33	O=C(Cn1cnc([N+](=O)[O-])n1)NCc1ccccc1	-3	89	7	-1	-1
34	Cc1ccc(CN/C=C/C(=O)c2ccc(Br)cc2)cc1	-44	91	23	2	1
35	CCn1c(/C=C/Nc2ccccc2)[n+](CC)c2ccc(C(=O)OCC(F)(F)F)cc21	1	59	5	1	-2
36	CC(C)Sc1nnc(Nc2ccccc2)s1	-13	91	27	5	-1

entry	HCT116 PTEN-null	MRP-1 activ	NPY Y2 blocker	Yeast lifespan up	E-sel TNF inh
25	88	-0.7	-2	-16	6
26	95	-1.3	1	-20	-79
27	88	2.5	2	-5	.
28	84	-2.6	2	-6	21
29	76	-2.5	6	-4	.
30	94	-3.8	12	7	-2
31	91	-3.1	14	0	.
32	98	2.5	4	8	2
33	83	-3.7	1	-10	-2
34	91	1.7	7	14	-16
35	65	-1.6	9	4	3
36	91	1.6	0	-16	10

(more compounds)
entry	canonical_smiles	Yeast growth inh	HCT116 bCat-KO	Measles CPE	GALR2 blocker	Phagocytosis inh
37	CCN(CCNC(=O)C1CCN(c2nnc(-n3cccc3)s2)CC1)c1ccccc1	-18	85	3	6	-1
38	CCOC(=O)C1(C)NC(c2ccccc2F)C2C(=O)N(c3cccc(C(C)=O)c3)C(=O)C21 (configuration not stated)	-43	90	8	-9	0
39	Cc1ccccc1C(=O)NNC(=O)C(=O)Nc1cccc(Cl)c1C	-3	95	4	0	.
40	COc1cccc(-n2c(Cc3cc(=O)[nH]c(=O)[nH]3)nnc2SCC(=O)N2CCCCCC2)c1	-9	90	18	4	0
41	Cc1ccc(-c2csc3ncnc(-n4nnc5ccccc54)c23)cc1	-11	78	5	1	-3
42	CCOc1ccccc1C(=O)N1CCN(c2cccc(Cl)c2)CC1	-54	20	4	18	1
43	c1ccc(Cc2ccc(OCCn3cncn3)cc2)cc1	3	85	15	-2	0
44	Cc1ccc(C)c(OCC(=O)Nc2ccc(S(=O)(=O)N3CCN(C)CC3)cc2)c1	-31	100	3	-1	.
45	CC(=O)c1cn(CC(=O)NCc2ccc3c(c2)OCO3)c2ccccc12	-28	78	2	8	.

entry	HCT116 PTEN-null	MRP-1 activ	NPY Y2 blocker	Yeast lifespan up	E-sel TNF inh
37	86	-3.7	1	-9	10
38	108	-0.8	2	-7	-23
39	95	3.0	4	3	22
40	101	-2.6	0	-5	.
41	74	-1.7	3	-3	.
42	15	-1.2	17*	-3	-14
43	81	-1.3	1	-19	27
44	97	-1.3	0	.	8
45	77	-3.0	0	-2	-4

In another format: results already given.
34: Cc1ccc(CN/C=C/C(=O)c2ccc(Br)cc2)cc1
35: CCn1c(/C=C/Nc2ccccc2)[n+](CC)c2ccc(C(=O)OCC(F)(F)F)cc21
36: CC(C)Sc1nnc(Nc2ccccc2)s1
37: CCN(CCNC(=O)C1CCN(c2nnc(-n3cccc3)s2)CC1)c1ccccc1
38: CCOC(=O)C1(C)NC(c2ccccc2F)C2C(=O)N(c3cccc(C(C)=O)c3)C(=O)C21 (configuration not stated)
39: Cc1ccccc1C(=O)NNC(=O)C(=O)Nc1cccc(Cl)c1C
40: COc1cccc(-n2c(Cc3cc(=O)[nH]c(=O)[nH]3)nnc2SCC(=O)N2CCCCCC2)c1
screen / no. | 34 | 35 | 36 | 37 | 38 | 39 | 40
Yeast growth inh | -44 | 1 | -13 | -18 | -43 | -3 | -9
HCT116 bCat-KO | 91 | 59 | 91 | 85 | 90 | 95 | 90
Measles CPE | 23 | 5 | 27 | 3 | 8 | 4 | 18
GALR2 blocker | 2 | 1 | 5 | 6 | -9 | 0 | 4
Phagocytosis inh | 1 | -2 | -1 | -1 | 0 | . | 0
HCT116 PTEN-null | 91 | 65 | 91 | 86 | 108 | 95 | 101
MRP-1 activ | 1.7 | -1.6 | 1.6 | -3.7 | -0.8 | 3.0 | -2.6
NPY Y2 blocker | 7 | 9 | 0 | 1 | 2 | 4 | 0
Yeast lifespan up | 14 | 4 | -16 | -9 | -7 | 3 | -5
E-sel TNF inh | -16 | 3 | 10 | 10 | -23 | 22 | .

41: Cc1ccc(-c2csc3ncnc(-n4nnc5ccccc54)c23)cc1
42: CCOc1ccccc1C(=O)N1CCN(c2cccc(Cl)c2)CC1
screen / no. | 41 | 42
Yeast growth inh | -11 | -54
HCT116 bCat-KO | 78 | 20
Measles CPE | 5 | 4
GALR2 blocker | 1 | 18
Phagocytosis inh | -3 | 1
HCT116 PTEN-null | 74 | 15
MRP-1 activ | -1.7 | -1.2
NPY Y2 blocker | 3 | 17*
Yeast lifespan up | -3 | -3
E-sel TNF inh | . | -14
